Bcl-B TR3 displacers = displacers of TR3 peptide from Bcl-B, primary screen, selectivity assay for Bfl-1 inhibitor project, biochemical, fluorescence polarization; FP displacement of FITC-TR3 peptide from Bcl-B; higher % means a stronger effect; displacement, % at 20 µM; hits with a dose series show IC50 in µM; actives 0.11% (n = 96,000);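 active = displacement above 50% at 20 µM plus a fluorescence interference ratio under 1.5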;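 note: plate controls were wells without compound for no effect and wells lacking Bcl-B protein for full effect; a part of the inactive calls stands beside numbers as strong as those of hits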
NFkB transloc inh = blocks IL-1B driven NFkB nuclear translocation in HUVEC cells; actives 0.43% (n = 94,000); HUVEC IL-1B NFkB p65 nuclear translocation imaging; inhibition, % at 2 µM;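 active = inhibition above about 30% together with a positive call from visual inspection of the well image, limit read from the data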;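 note: nuclear over cytoplasmic p65 intensity ratio measured by imaging; 0% = IL-1B stimulated DMSO wells and 100% = unstimulated DMSO wells; values of inactives mirror those of a sister screen read the other way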
MRP resist rev = MRP-mediated drug resistance reversal. H69AR cells + 2 uM doxorubicin, CellTiter-Glo, 72 h. differential viability (reversal), % at 10 µM. actives 0.04% (n = 85,000). AID 602;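 active = viability drop by adding the cancer drug above about 55%, with treated viability meeting a 40% cutoff, limit read from the data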;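 note: viability without doxorubicin minus viability with 2 µM doxorubicin for each compound; larger differential means the compound sensitizes cells more to doxorubicin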
NFkB transloc pot = enhances IL-1B driven NFkB nuclear translocation; activation, % at 2 µM; actives 0.3% (n = 94,000); HUVEC IL-1B NFkB p65 nuclear translocation imaging;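 active = activation above 40%, about the mean plus 3 SD, also judged a hit on visual image review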;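 note: percent activation is computed from the nuclear over cytoplasmic p65 intensity ratio; values of inactives mirror those of a sister screen read the other way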
PLAP inhibitors HTS = PLAP enzyme inhibitors, biochemical, luminescence, HTS (AID 690). purified PLAP, luminescent substrate; higher % means a stronger effect. one-dose inhibition, % at 20 µM; IC50 in µM for titrated hits. actives 0.08% (n = 96,000); in the data active = a potency from the dose series; inactive = the rest, 99 in 100 with inhibition below about 30%; note: strong numbers were not always called active
MRP resist rev cytotoxicity = second read-out of MRP resist rev, no call of its own (marks repeat the call); viability, %; H69AR cells, CellTiter-Glo, 72 h; measured here: cytotoxicity without doxorubicin
MRP resist rev with doxorubicin = also measured in MRP resist rev; calls as there; viability, %; measured here: viability with 2 uM doxorubicin; hits give low values
NFkB transloc inh cell count 2 µM = second read-out of NFkB transloc inh, no call of its own (marks repeat the call); cell count; measured here: cells passing quality filter;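 raw number of nuclei counted in each imaged well without normalization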
NFkB transloc pot cell count 2 µM = also measured in NFkB transloc pot; calls as there; cell count; measured here: cells passing quality filter
Starred values were filed as active, the others as inactive. Not all compounds are listed. The share of hits here may be higher or lower than overall.

For CCCc1nc2c(nnn2Cc2ccccc2F)c(=O)[nH]1 the results were Bcl-B TR3 displacers -5%, NFkB transloc inh -1, MRP resist rev 9, NFkB transloc pot 1, PLAP inhibitors HTS -31%, MRP resist rev cytotoxicity 115, MRP resist rev with doxorubicin 106, NFkB transloc inh cell count 2 µM 173 and NFkB transloc pot cell count 2 µM 173.
For CCN(CC)Cc1nc2c(c(=O)[nH]1)C1(CCCC1)Cc1ccccc1-2 the results were Bcl-B TR3 displacers 3%, NFkB transloc inh 4, MRP resist rev 3, NFkB transloc pot -5, PLAP inhibitors HTS -55%, MRP resist rev cytotoxicity 75, MRP resist rev with doxorubicin 73, NFkB transloc inh cell count 2 µM 157 and NFkB transloc pot cell count 2 µM 157.
`C=CCNC(=O)c1onc(CSc2ccc(F)c(F)c2)c1C(=O)O` gave Bcl-B TR3 displacers -1%, NFkB transloc inh 0, NFkB transloc pot 0, PLAP inhibitors HTS -4%, NFkB transloc inh cell count 2 µM 137 and NFkB transloc pot cell count 2 µM 137.
For CCC(=O)Nc1cc(OC)c(NC(=O)c2ccccc2)cc1OC the results were Bcl-B TR3 displacers 0%, NFkB transloc inh -7, MRP resist rev 16, NFkB transloc pot 7, PLAP inhibitors HTS -2%, MRP resist rev cytotoxicity 99, MRP resist rev with doxorubicin 83, NFkB transloc inh cell count 2 µM 150 and NFkB transloc pot cell count 2 µM 150.
For COc1ccc(N2Cc3ccccc3C2)cc1Cl the results were Bcl-B TR3 displacers -11%, NFkB transloc inh 9, MRP resist rev 11, NFkB transloc pot -9, PLAP inhibitors HTS -16%, MRP resist rev cytotoxicity 83, MRP resist rev with doxorubicin 72, NFkB transloc inh cell count 2 µM 34 and NFkB transloc pot cell count 2 µM 34.
O=C(ONC1=NCCCCC1)c1c(F)cccc1F was read as Bcl-B TR3 displacers -2%, NFkB transloc inh 4, MRP resist rev -16, NFkB transloc pot -4, PLAP inhibitors HTS 9%, MRP resist rev cytotoxicity 83, MRP resist rev with doxorubicin 99, NFkB transloc inh cell count 2 µM 134 and NFkB transloc pot cell count 2 µM 134.
`COC(=O)Cc1cn(-c2ncc(C(F)(F)F)cc2Cl)c2ccccc12` gave Bcl-B TR3 displacers -38%, MRP resist rev 17, PLAP inhibitors HTS -36%, MRP resist rev cytotoxicity 95 and MRP resist rev with doxorubicin 78.
CC1CCc2nn(CC(=O)Nc3c(F)cc(F)cc3Br)cc2C1 (stereo not given) was read as Bcl-B TR3 displacers -3%, NFkB transloc inh -9, MRP resist rev 10, NFkB transloc pot 9, PLAP inhibitors HTS -24%, MRP resist rev cytotoxicity 99, MRP resist rev with doxorubicin 89, NFkB transloc inh cell count 2 µM 158 and NFkB transloc pot cell count 2 µM 158.
Screening O=C(CCl)N(c1ccccc1)c1c[nH]c2ccccc12 returned Bcl-B TR3 displacers -11%, NFkB transloc inh -1, MRP resist rev 0, NFkB transloc pot 1, PLAP inhibitors HTS 0%, MRP resist rev cytotoxicity 0, MRP resist rev with doxorubicin 0, NFkB transloc inh cell count 2 µM 163 and NFkB transloc pot cell count 2 µM 163.
Screening CN1CCN(S(=O)(=O)c2ccc(=O)[nH]c2)CC1 returned Bcl-B TR3 displacers -6%, NFkB transloc inh -21, MRP resist rev 3, NFkB transloc pot 21, PLAP inhibitors HTS 27%, MRP resist rev cytotoxicity 96, MRP resist rev with doxorubicin 93, NFkB transloc inh cell count 2 µM 175 and NFkB transloc pot cell count 2 µM 175.
COC(=O)C1=C(C)N=c2s/c(=C/c3ccoc3)c(=O)n2C1c1ccccc1 (stereo not given) was read as Bcl-B TR3 displacers -19%, NFkB transloc inh -9, MRP resist rev 9, NFkB transloc pot 9, PLAP inhibitors HTS 0%, MRP resist rev cytotoxicity 92, MRP resist rev with doxorubicin 84, NFkB transloc inh cell count 2 µM 100 and NFkB transloc pot cell count 2 µM 100.
For CC1(c2ccccn2)Nc2ccccc2-c2nc3ccccc3n21 (stereo not given) the results were Bcl-B TR3 displacers -3%, NFkB transloc inh -5, MRP resist rev -21, NFkB transloc pot 5, PLAP inhibitors HTS 11%, MRP resist rev cytotoxicity 103, MRP resist rev with doxorubicin 123, NFkB transloc inh cell count 2 µM 110 and NFkB transloc pot cell count 2 µM 110.
`CC(=O)N(C)/C=C1\Sc2ccccc2C1=O` gave Bcl-B TR3 displacers -15%, NFkB transloc inh -1, MRP resist rev 2, NFkB transloc pot 1, PLAP inhibitors HTS 0%, MRP resist rev cytotoxicity 91, MRP resist rev with doxorubicin 89, NFkB transloc inh cell count 2 µM 153 and NFkB transloc pot cell count 2 µM 153.
For COc1ccc(-n2c(Cc3cccn3C)nnc2SCC(=O)NCC2CCCO2)cc1 (stereo not given) the results were Bcl-B TR3 displacers -3%, NFkB transloc inh 37*, MRP resist rev 11, NFkB transloc pot -37, PLAP inhibitors HTS -42%, MRP resist rev cytotoxicity 102, MRP resist rev with doxorubicin 91, NFkB transloc inh cell count 2 µM 49* and NFkB transloc pot cell count 2 µM 49.
`CN(C)c1nc(C(N)=O)nc(N2CCOCC2)n1` gave Bcl-B TR3 displacers 10%, NFkB transloc inh 0, MRP resist rev 3, NFkB transloc pot 0, PLAP inhibitors HTS 11%, MRP resist rev cytotoxicity 92, MRP resist rev with doxorubicin 90, NFkB transloc inh cell count 2 µM 154 and NFkB transloc pot cell count 2 µM 154.
O=C(OC1CCCCC1=O)c1cc(=O)c2ccccc2o1 (stereo not given) was read as Bcl-B TR3 displacers 4%, NFkB transloc inh 2, MRP resist rev 1, NFkB transloc pot -2, PLAP inhibitors HTS 11%, MRP resist rev cytotoxicity 103, MRP resist rev with doxorubicin 102, NFkB transloc inh cell count 2 µM 163 and NFkB transloc pot cell count 2 µM 163.
`COc1cccc(-c2cc(N)nn2C(=O)Nc2ccc(Cl)cc2)c1` gave Bcl-B TR3 displacers 0%, NFkB transloc inh 7, NFkB transloc pot -7, PLAP inhibitors HTS -21%, NFkB transloc inh cell count 2 µM 68 and NFkB transloc pot cell count 2 µM 68.
For CN1CCN(C2=C(Cl)C(=O)N(Cc3ccccc3)C2=O)CC1 the results were Bcl-B TR3 displacers 8%, NFkB transloc inh 1, MRP resist rev -37, NFkB transloc pot -1, PLAP inhibitors HTS -10%, MRP resist rev cytotoxicity 39, MRP resist rev with doxorubicin 76, NFkB transloc inh cell count 2 µM 92 and NFkB transloc pot cell count 2 µM 92.
O=C(Nc1cccs1)Nc1ccccc1Cl was read as Bcl-B TR3 displacers 5%, NFkB transloc inh -2, MRP resist rev 8, NFkB transloc pot 2, PLAP inhibitors HTS 1%, MRP resist rev cytotoxicity 96, MRP resist rev with doxorubicin 88, NFkB transloc inh cell count 2 µM 206 and NFkB transloc pot cell count 2 µM 206.
CCOC(=O)COC(=O)c1ccc(Oc2cc(C)nc(SC)n2)cc1 was read as NFkB transloc inh -17, MRP resist rev 6, NFkB transloc pot 17, MRP resist rev cytotoxicity 95, MRP resist rev with doxorubicin 89, NFkB transloc inh cell count 2 µM 114 and NFkB transloc pot cell count 2 µM 114.
For Cc1ccc(S(=O)(=O)NCc2cn3c(C)csc3n2)cc1 the results were Bcl-B TR3 displacers 5%, NFkB transloc inh -32, MRP resist rev 8, NFkB transloc pot 32, PLAP inhibitors HTS 13%, MRP resist rev cytotoxicity 96, MRP resist rev with doxorubicin 88, NFkB transloc inh cell count 2 µM 211 and NFkB transloc pot cell count 2 µM 211.
`O=C(COC(=O)c1ccncc1)NC(=O)C1CCCCC1` gave Bcl-B TR3 displacers -1%, NFkB transloc inh 12, MRP resist rev 1, NFkB transloc pot -12, PLAP inhibitors HTS 0%, MRP resist rev cytotoxicity 94, MRP resist rev with doxorubicin 93, NFkB transloc inh cell count 2 µM 104 and NFkB transloc pot cell count 2 µM 104.
Screening COc1ccc2nc(SCc3cccnc3)c(C#N)cc2c1 returned Bcl-B TR3 displacers -35%, NFkB transloc inh 0, MRP resist rev 0, NFkB transloc pot 0, PLAP inhibitors HTS 2%, MRP resist rev cytotoxicity 84, MRP resist rev with doxorubicin 84, NFkB transloc inh cell count 2 µM 175 and NFkB transloc pot cell count 2 µM 175.
For C=CCNC(=O)CCNS(=O)(=O)c1ccc(Br)cc1 the results were Bcl-B TR3 displacers 5%, NFkB transloc inh -19, MRP resist rev -4, NFkB transloc pot 19, PLAP inhibitors HTS 6%, MRP resist rev cytotoxicity 82, MRP resist rev with doxorubicin 86, NFkB transloc inh cell count 2 µM 142 and NFkB transloc pot cell count 2 µM 142.
CN1CCN(C(=O)c2ccccc2NC(=O)C(C)(C)C)CC1 was read as NFkB transloc inh -16, MRP resist rev 11, NFkB transloc pot 16, MRP resist rev cytotoxicity 87, MRP resist rev with doxorubicin 75, NFkB transloc inh cell count 2 µM 121 and NFkB transloc pot cell count 2 µM 121.
Screening CCc1ccc(NS(=O)(=O)c2ccc(OC)c(C)c2)cc1 returned Bcl-B TR3 displacers 3%, NFkB transloc inh -34, MRP resist rev 7, NFkB transloc pot 34, PLAP inhibitors HTS -30%, MRP resist rev cytotoxicity 97, MRP resist rev with doxorubicin 90, NFkB transloc inh cell count 2 µM 62 and NFkB transloc pot cell count 2 µM 62.
`Cc1cc(C)c(C#N)c(SCCS(=O)(=O)Cc2ccccc2)n1` gave Bcl-B TR3 displacers -7%, NFkB transloc inh 2, MRP resist rev 11, NFkB transloc pot -2, PLAP inhibitors HTS 19%, MRP resist rev cytotoxicity 80, MRP resist rev with doxorubicin 69, NFkB transloc inh cell count 2 µM 97 and NFkB transloc pot cell count 2 µM 97.
For CN1CCN(C(=O)c2ccc(Cl)c(S(=O)(=O)N3CCCCC3)c2)CC1 the results were Bcl-B TR3 displacers -8%, MRP resist rev 7, PLAP inhibitors HTS -4%, MRP resist rev cytotoxicity 97 and MRP resist rev with doxorubicin 90.
`c1ccc2c(c1)c1ccccc1n2CN1CCOCC1` gave NFkB transloc inh 13, MRP resist rev -6, NFkB transloc pot -13, MRP resist rev cytotoxicity 93, MRP resist rev with doxorubicin 99, NFkB transloc inh cell count 2 µM 69 and NFkB transloc pot cell count 2 µM 69.
`Cc1ccc(/C=N/N2CCN(c3ccncc3S(=O)(=O)N3CCCCC3)CC2)cc1` gave Bcl-B TR3 displacers -6%, NFkB transloc inh -12, NFkB transloc pot 12, PLAP inhibitors HTS 14%, NFkB transloc inh cell count 2 µM 164 and NFkB transloc pot cell count 2 µM 164.
Cn1c(SCC(=O)Nc2ccc(N3CCOCC3)c(Cl)c2)nnc1-c1ccccc1 was read as NFkB transloc inh -5, MRP resist rev -19, NFkB transloc pot 5, MRP resist rev cytotoxicity 43, MRP resist rev with doxorubicin 61, NFkB transloc inh cell count 2 µM 160 and NFkB transloc pot cell count 2 µM 160.
Screening CCOC(=O)c1ccc(NC(=O)C2(c3ccccc3)CCOCC2)cc1 returned NFkB transloc inh -12, MRP resist rev 8, NFkB transloc pot 12, MRP resist rev cytotoxicity 96, MRP resist rev with doxorubicin 88, NFkB transloc inh cell count 2 µM 70 and NFkB transloc pot cell count 2 µM 70.
CCSc1nc2sc3c(c2c(=O)n1C1CCCCC1)CCN(C)C3 was read as Bcl-B TR3 displacers -47%, MRP resist rev 11, PLAP inhibitors HTS -50%, MRP resist rev cytotoxicity 90 and MRP resist rev with doxorubicin 79.

Three compounds from above, arranged by molar mass, smallest number first:
`O=C(COC(=O)c1ccncc1)NC(=O)C1CCCCC1` gave Bcl-B TR3 displacers -1%, NFkB transloc inh 12, MRP resist rev 1, NFkB transloc pot -12, PLAP inhibitors HTS 0%, MRP resist rev cytotoxicity 94, MRP resist rev with doxorubicin 93, NFkB transloc inh cell count 2 µM 104 and NFkB transloc pot cell count 2 µM 104.
`Cc1ccc(/C=N/N2CCN(c3ccncc3S(=O)(=O)N3CCCCC3)CC2)cc1` gave Bcl-B TR3 displacers -6%, NFkB transloc inh -12, NFkB transloc pot 12, PLAP inhibitors HTS 14%, NFkB transloc inh cell count 2 µM 164 and NFkB transloc pot cell count 2 µM 164.
Cn1c(SCC(=O)Nc2ccc(N3CCOCC3)c(Cl)c2)nnc1-c1ccccc1 was read as NFkB transloc inh -5, MRP resist rev -19, NFkB transloc pot 5, MRP resist rev cytotoxicity 43, MRP resist rev with doxorubicin 61, NFkB transloc inh cell count 2 µM 160 and NFkB transloc pot cell count 2 µM 160.

Compound activity from PubChem.
